HepG2 viability – qHTS for Inhibitors of TGF-b: Cytotox Counterscreen | actives 0.76% (n = 410,000) | HepG2 CAGA-GFP viability, ATP luminescence, 18 h | Potency, µM (titrated, usually from 46.1 µM), for the others: top-dose activity change, negative = cytotoxicity, actives largely listed as cytotoxic; also: potency is read from the fitted curve at half-maximal effect; some results filed as inactive show a strong effect at the top dose
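CellTiter-Glo luminescence gave cytotoxicity after 18 hours at 37 degrees C. The cells were HepG2 CAGA-GFP in 1% FBS DMEM, stimulated with 500 pg/mL TGF-beta after compound addition. %Activity was normalised to no-cell wells (complete cell-killing) and DMSO (no toxicity), and curves were fitted and classified.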
TGFb inhibitor – qHTS for Inhibitors of TGF-b; HepG2 CAGA-GFP TGF-b/SMAD3 reporter, GFP fluorescence, 18 h; TGF-beta stimulated, 500 pg/mL final; Potency, µM (top dose mostly 46.1 µM), for inactives: at the highest dose activity, negative = inhibition, most hits filed as inhibitors; actives 1.2% (n = 410,000); AID 588855, 2011; also: potency is read from the fitted curve at half-maximal effect; % is scaled to controls: 0 for no effect and ±100 for the full control effect; nearly all actives have a fitted effect of over 65% in size
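TGF-beta reporter screen: HEPG2 CAGA-GFP, 1% FBS, 500 pg/mL TGF-beta final, 18 h; per-cell GFP summed per well; curves fitted and categorized by class.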
IL2 activator – qHTS of IL-2 Activators. IL-2 activation reporter assay, cell-based qHTS; stimulated with anti-CD3/CD4/CD28 beads; in transgenic mouse T cells. activation, % (series mostly up to about 46 µM). actives 0.065% (n = 360,000); in the data active = activation above about 50%; inconclusive = mostly about 30% to 49%; also: 0% is about no effect
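First, unstimulated transgenic mouse T cells were exposed to compound for 60 min. Next, anti-CD3/anti-CD4-coated beads with anti-CD28 were added. Finally, after 18 h at 37 degrees C, EGFP and DsRed were imaged.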
Nrf2 inh – Nrf2 qHTS screen for inhibitors; A549 ARE-Fluc reporter, luciferase luminescence, 18-24 h; Potency, µM (titrated, usually from 46 µM), for the others: at the highest dose activity change, negative = inhibition, usual class: inhibitors; actives 2.1% (n = 360,000); AID 504444, 2011; also: potency is read from the fitted curve at half-maximal effect; % is scaled to controls: 0 for no effect and ±100 for the full control effect; nearly all actives have a fitted effect of over 60% in size
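In this cell-based qHTS, ARE-driven firefly luciferase in A549 cells reports Nrf2 activity; the luminescent signal after BugLite lysis is the measured value, with a prior CellTiter-Fluor read for cell health.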
ATXN viability – Viability Counterscreen for Primary qHTS for Inhibitors of ATXN expression; actives 0.49% (n = 400,000); S2 cells (HEK-293 line with an ATXN2-luciferase reporter) viability, CellTiter-Fluor protease fluorescence, 24 h; Potency, µM (doses to about 56.7 µM), hits mostly cytotoxic; also: potency is read from the fitted curve at half-maximal effect; nearly all actives have a fitted effect of over 40% in size
A549 tox – Nrf2 qHTS screen for inhibitors: counterscreen for cytotoxicity; A549 ARE-Fluc cells, CellTiter-Fluor viability, 18-24 h; Potency, µM (highest dose often 46 µM), inactives show at the top dose activity change, negative = cytotoxicity, actives largely listed as inhibitors; actives 0.16% (n = 390,000); AID 504648, 2011; also: potency is read from the fitted curve at half-maximal effect; % is scaled to controls: 0 for no effect and ±100 for the full control effect
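A549 ARE_Fluc cells in 5% FBS OPTI-MEM were exposed to compounds in concentration-response for 18-24 h at 37 deg C. Viability was read by CellTiter-Fluor fluorescence (Ex 405/Em 525) after 30 min, before the luciferase read.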
EPAC2 ag – qHTS for Agonist of cAMP-regulated guanine nucleotide exchange factor 4 (EPAC2): primary screen; EPAC2 activation, biochemical qHTS; response scale: 100% = 6.5 mM cAMP response; AID 720711, 2013; Potency, µM (doses to about 154 µM), for the others: at the top dose activation, most hits filed as activators; actives 0.079% (n = 360,000); also: potency is read from the fitted curve at half-maximal effect; nearly all actives have a fitted effect of over 50% in size
Target sequence (Q8WZA2 whole entry, looked up): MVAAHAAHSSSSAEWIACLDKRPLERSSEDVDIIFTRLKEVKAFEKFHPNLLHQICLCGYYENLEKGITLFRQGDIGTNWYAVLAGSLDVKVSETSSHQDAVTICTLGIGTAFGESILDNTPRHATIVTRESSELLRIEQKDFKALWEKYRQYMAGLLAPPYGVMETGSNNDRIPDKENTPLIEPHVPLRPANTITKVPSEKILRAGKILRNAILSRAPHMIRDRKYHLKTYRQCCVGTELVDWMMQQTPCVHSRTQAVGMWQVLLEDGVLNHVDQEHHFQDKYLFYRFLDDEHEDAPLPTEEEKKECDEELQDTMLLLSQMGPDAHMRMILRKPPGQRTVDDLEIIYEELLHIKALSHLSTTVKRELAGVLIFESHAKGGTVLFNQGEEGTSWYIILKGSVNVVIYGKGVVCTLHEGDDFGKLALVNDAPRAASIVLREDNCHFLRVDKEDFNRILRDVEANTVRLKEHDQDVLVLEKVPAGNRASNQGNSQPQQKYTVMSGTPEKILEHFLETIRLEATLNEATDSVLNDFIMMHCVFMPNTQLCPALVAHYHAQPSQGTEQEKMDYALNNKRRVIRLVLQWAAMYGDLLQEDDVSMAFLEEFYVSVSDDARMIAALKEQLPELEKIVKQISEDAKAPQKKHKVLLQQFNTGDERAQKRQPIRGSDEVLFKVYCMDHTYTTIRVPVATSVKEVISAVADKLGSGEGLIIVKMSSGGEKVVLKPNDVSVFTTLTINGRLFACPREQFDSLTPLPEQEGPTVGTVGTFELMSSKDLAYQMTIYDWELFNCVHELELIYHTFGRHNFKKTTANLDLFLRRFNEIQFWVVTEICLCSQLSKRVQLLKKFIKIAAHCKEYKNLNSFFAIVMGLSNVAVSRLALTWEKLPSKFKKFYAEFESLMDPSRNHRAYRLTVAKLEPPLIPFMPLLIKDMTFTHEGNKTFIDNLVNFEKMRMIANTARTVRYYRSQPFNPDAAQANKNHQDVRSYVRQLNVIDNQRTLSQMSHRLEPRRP
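Setup: EPAC2 100 nM, labeled Rap1B complex 250 nM, free GDP 50 uM. Compound titrations pinned in, brief spin, 5 min room temperature incubation. Kinetic fluorescence read over 30 min, normalized to 6.5 mM cAMP.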
Nrf2 activator – qHTS of Nrf2 Activators; AREc32 ARE-luciferase reporter (MCF7-derived line), luminescence, 24 h; Potency, µM (series often up to 46.1 µM), without a hit: at the top dose activation, usual class: activators; actives 0.31% (n = 410,000); AID 624171, 2012; also: potency is read from the fitted curve at half-maximal effect; % of control where 0% means no effect; nearly all actives have a fitted effect of over 65% in size
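Steps: seed AREc32_Fluc cells (1000/well, 5% FBS OPTI-MEM); incubate overnight at 37 deg C; add 23 nL compound; incubate 24 hr; add Steady-Glo; hold 30 min RT; read luminescence.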
ATXN2 expr inh – Primary qHTS for Inhibitors of ATXN expression. actives 0.72% (n = 360,000). HEK-293 ATXN2-luciferase reporter, luminescence, 24 h. Potency, µM (doses to about 57 µM), inactives show top-dose activity change, negative = inhibition, actives largely listed as inhibitors; also: potency is read from the fitted curve at half-maximal effect; % is scaled to controls: 0 for no effect and ±100 for the full control effect; nearly all actives have a fitted effect of over 55% in size
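qHTS (up to 57 uM final) was run with 24 h compound exposure of reporter cells at 37 °C. Each well was multiplexed: SteadyGlo luminescence measured ATXN2-luciferase expression after a fluorogenic Gly-Phe-AFC viability readout (25 uM final).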
An asterisk follows results filed as active; i = inactive; u = inconclusive; x = no result given; & = joins results of further samples; [ ] = another dose, or the depositor's remark. Unless noted, calls follow the shape of the dose curve; as a rule, active = well fitted curve in the direction sought with a large enough effect; inconclusive = small, poorly fitted or top-dose-only effect, or another doubt; inactive = no such curve, though single readings can be large; an effect the other way counts as inactive or inconclusive.

Compound	HepG2 viability	TGFb inhibitor	IL2 activator	Nrf2 inh	ATXN viability	A549 tox	EPAC2 ag	Nrf2 activator	ATXN2 expr inh
Cc1cc2oc(=O)cc(CN3CCC(C)CC3)c2c(C)c1Cl	1%	-27%	0.9	u	i	-2%	2%	-0.5%	36%[activator]
Cc1cccc(C(=O)Nc2ccc(OCc3cc(=O)n4ccc(C)cc4n3)cc2)c1	0%	18%	x	x	x	3%	x	-0.6%	x
COc1ccc(Cc2nnc(NC(=O)c3ccccc3)s2)cc1OC	18%	-9%	-0.3	-25%	i	-1%	3%	2.0%	11%
C/C(=N\NC(=O)CCc1c[nH]c2ccccc12)c1cccc([N+](=O)[O-])c1	7%	18%	-2.4	1%	i	-1%	6%	3.4%	-30%
Cc1ccc(C2=NCCn3c2c2ccc(C(F)(F)F)cc2[n+]3[O-])cc1	1%	-1%	0.2	5%	i	-11%	-4%	6.6%	21%
Cc1cc(NC(=O)NC(=O)c2ccccc2NC(=O)CN)ccc1Oc1ncc(Br)cn1	-25%	u	-0.1	9%	u	-10%	-1%	1.5%	-16%
CCN(CC)CCNC(=O)c1cc(S(C)(=O)=O)ccc1OC	-4%	5%	-0.1	0%	i	-1%	7%	-0.4%	0%&0%
Cc1cnc(C(=O)Nc2ccc(C)c(S(=O)(=O)N(C)C)c2)cn1	19%	4%	-3.1	-3%	i	-9%	12%	0.2%	-8%
CCN(C(=O)COC(=O)c1c2c(nc3ccccc13)/C(=C/c1ccccc1)CC(C)C2)C1CCS(=O)(=O)C1 (stereo not drawn)	-24%	u	0.2	0%	u	-15%	2%	8.3%	-14%
CC1CCCCN1C(=O)c1ccc2c(c1)N(Cc1cccc(Cl)c1)C(=O)c1ccccc1S2=O (stereo not drawn)	-29%	u	x	x	x	-14%	x	-0.1%	x
CC(C)NC(=O)Cn1nnc(-c2ccccc2)c1COc1ccc2ccccc2c1	-39%	-25%	0.3	x	u	x	9%	3.3%	-20%
Cc1ccc(S(=O)(=O)N2CCC(C(=O)N[C@H](C(=O)NCC3CCCO3)C(C)C)CC2)cc1 (stereo partly drawn)	-9%	-6%	-1.4	12%	i	3%	1%	0.2%	0%
COc1ccc(CN2C(=O)C(Cc3ccccc3)Nc3ncnc(N4CCCCC4)c32)cc1 (stereo not drawn)	-4%	-1%	-3.0	-12%	i	-19%	14%	-0.5%	-3%
Cc1ccc(NC(=O)COC(=O)[C@H](C)NC(N)=O)c(C)c1	34%	-12%	0.6	-13%	i	2%	5%	-0.7%	x
COc1ccc(NC(=O)Cn2nnc(-c3ccc(CN4CCOCC4)cc3)n2)c(OC)c1	7%	0%	-3.4	-15%	i	11%	7%	-0.4%	-1%
Cc1ccc(NC(=O)CSCC(=O)Nc2cc(C(F)(F)F)ccc2N2CCOCC2)cc1	-5%	u	-2.0	15%	i	-6%	-9%	1.4%	-18%
CC(=O)c1ccccc1NS(=O)(=O)c1cccc2nsnc12	-19%	3%	1.0	u	u	u	9%	-0.3%	-43%
O=C(O)c1cccc(NS(=O)(=O)c2ccc3c4c(cccc24)C(=O)N3)c1	0%	-3%	-1.9	-4%	i	1%	u	-0.4%	3%
COc1ccc([C@H]2CC(=O)C=C(c3ccc(C)cc3)C2)cc1	-11%	-5%	1.0	10%	i	9%	u	3.2%	14%
Cc1cn2c(=O)cc(COc3ccccc3NC(=O)c3ccccc3C)nc2s1	0%	-12%	x	8%	i	0%	x	-0.4%	11%
CC(C)NC(=O)NC(=O)COC(=O)c1ccc(OC(F)(F)F)cc1	-35%	-30%	-0.5	9%	i	3%	-6%	0.2%[9.22 µM]	4%
CCOc1ccc(NC(=O)C2CCN(S(=O)(=O)c3ccc4c(c3)oc(=O)n4C)CC2)cc1	7%	u	x	12%	i	5%	x	-0.8%	7%
CN(C)c1ccc(CN2CCCCC2)cc1	7%	-26%	-2.7	-12%	i	-2%	-3%	-0.6%	7%
Cc1ccc(S(=O)(=O)N(C)C)cc1NC(=O)C1CCN(C(=O)Nc2ccccc2)CC1	-8%	-19%	2.4	5%	i	1%	16%	-0.5%	6%
CCOC(=O)c1c(NC(=O)COC(=O)/C=C/c2ccccc2)sc(C(=O)NC)c1C	0%	9%	-0.1	6%	i	-1%	-7%	-0.6%	x
CCN(Cc1ccccc1)C(=O)C1CCN(S(=O)(=O)c2ccc3c(c2)OCCO3)CC1	2%	u	-4.1	4%	i	-6%	5%	0.2%	-4%
COc1ccc(NC(=O)C2=C(C)Nc3ncnn3C2c2ccc(O)cc2)cc1 (stereo not drawn)	2%	5%	x	x	i	-8%	x	0.0%	17%
CN(CC(=O)NCCc1ccccc1)Cc1ccco1	-10%	5%	1.3	u	i	1%	8%	10%	28%
CCN(CCn1cccn1)Cc1nc(Cc2cccc(F)c2)no1	3%	2%	-3.2	15%	i	10%	-2%	-0.5%	2%
Cc1ccc(CO/N=C\Cc2snc(Sc3ncc(C(F)(F)F)cc3Cl)c2C#N)cc1	-8%	16%	0.1	-28%	i	-19%	1%	3.3%	-14%

Complete entries from above. Screens in order: HepG2 viability	TGFb inhibitor	IL2 activator	Nrf2 inh	ATXN viability	A549 tox	EPAC2 ag	Nrf2 activator	ATXN2 expr inh
Results for `CCOc1ccc(NC(=O)C2CCN(S(=O)(=O)c3ccc4c(c3)oc(=O)n4C)CC2)cc1` = 7%	u	x	12%	i	5%	x	-0.8%	7%
Results for `COc1ccc([C@H]2CC(=O)C=C(c3ccc(C)cc3)C2)cc1` = -11%	-5%	1.0	10%	i	9%	u	3.2%	14%
Results for `C/C(=N\NC(=O)CCc1c[nH]c2ccccc12)c1cccc([N+](=O)[O-])c1` = 7%	18%	-2.4	1%	i	-1%	6%	3.4%	-30%

3 entries from above in another layout:
Second line of a record: HepG2 viability | TGFb inhibitor | IL2 activator | Nrf2 inh | ATXN viability | A549 tox | EPAC2 ag | Nrf2 activator | ATXN2 expr inh
CC(=O)c1ccccc1NS(=O)(=O)c1cccc2nsnc12
    -19% | 3% | 1.0 | u | u | u | 9% | -0.3% | -43%
O=C(O)c1cccc(NS(=O)(=O)c2ccc3c4c(cccc24)C(=O)N3)c1
    0% | -3% | -1.9 | -4% | i | 1% | u | -0.4% | 3%
COc1ccc([C@H]2CC(=O)C=C(c3ccc(C)cc3)C2)cc1
    -11% | -5% | 1.0 | 10% | i | 9% | u | 3.2% | 14%

Following part:
Compound	HepG2 viability	TGFb inhibitor	IL2 activator	Nrf2 inh	ATXN viability	A549 tox	EPAC2 ag	Nrf2 activator	ATXN2 expr inh
COC(=O)c1ccc(C(=O)N2CCCC(N3CCN(c4ccc(F)cc4)CC3)C2)nc1 (stereo not drawn)	-5%	-3%	-2.1	14%	i	2%	3%	-1.4%	3%
Cc1ccccc1-c1cc(C(=O)NCc2ccc3c(c2)OCO3)nn1CC1CC(c2cccc([N+](=O)[O-])c2)=NO1 (stereo not drawn)	-20%	-18%	-0.3	-12%	i	1%	11%	0.9%	14%
O=c1[nH]n(-c2cccc3cccnc23)c(=O)c2ccccc12	-5%	2%	2.8	-5%	i	1%	3%	-0.3%	0%
CCCCNC(=O)COCc1cc(-c2ccc3c(c2)OCO3)on1	-4%	7%	-0.2	23%	u	1%	0%	0.4%	4%
Cc1cc(C)c2cc(CN(CC3CCCO3)C(=S)NCc3ccco3)c(=O)[nH]c2c1 (stereo not drawn)	-18%	-24%	-0.1	u	i	0%	-7%	10%	-11%
CC(C)C(O)(C(=O)NNc1ccccc1)C(C)C	4%	-6%	0.1	4%	i	-1%	-3%	0.3%	-17%
Cc1ccc(CNc2nc(N)c([N+](=O)[O-])c(NCCO)n2)cc1	-37%	-4%	-0.1	u	i	11%	-3%	11%	x
O=C1C2C(C(=O)N1/N=C/c1cc([N+](=O)[O-])ccc1O)C1C=CC2C12CC2 (stereo not drawn)	1%	-6%	2.2	6%	u	-4%	13%	-0.6%	-9%
CCOc1nc(C#N)nc(N2CCOCC2)n1	-11%	u	x	-27%	x	-4%	x	x	x
Cc1cc(N2CC(C(=O)Nc3nccs3)CC2=O)ccc1C(C)C (stereo not drawn)	-10%	-16%	1.3	2%	i	7%	-11%	0.5%	-9%
COC(=O)CNC(c1ccccc1Cl)c1cc(Br)ccc1NC(=O)CCN1CCOCC1 (stereo not drawn)	-35%	-9%	-0.2	-41%	i	-6%	8%	u	-10%
Cc1oc2ccc(O)cc2c1C(=O)c1ccc(F)cc1	2%	21%	0.6	9%	i	0%	8%	5.3%	x
Cc1ccccc1C(=O)Nc1ccccc1C(=O)NC1CC1	5%	1%	-2.5	3%	i	-2%	-9%	-1.0%	0%
CCCn1c(N)c(N(CCOC)C(=O)/C=C/c2ccc(C(=O)OC)cc2)c(=O)[nH]c1=O	4%	-3%	0.3	-12%	i	-2%	9%	0.2%	-6%
COCCn1cnc2c1c(=O)n(CC(=O)OCC(=O)NCCCc1ccccc1)c(=O)n2Cc1ccccc1	-1%	0%	-1.6	2%	u	2%	4%	0.9%	x
COc1ccc(-c2[nH]ncc2CN(CCO)Cc2cccs2)c(F)c1	-19%	2%	4.2	-8%	i	6%	2%	2.5%	-5%

This is a random part of the collection. Share with any hit: about 4.3%.
